Compound activity (PubChem)
LDHA inh: qHTS assay for inhibitors of human lactate dehydrogenase | purified LDHA, NADH/diaphorase-resazurin fluorescence; active compounds read low | activity change, % (values are at about 110 or 230 µM) | hit rate 0.15% among 480,000; in the data active means activity change below about -30%; inconclusive means mostly about -25% to -30%;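 further: plate controls were DMSO wells for no effect and wells without enzyme for full effect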
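Enzyme activity of human lactate dehydrogenase 5 (2 nM; 0.06 mM NADH, 0.2 mM pyruvate, 5 min, RT) is measured via a resazurin/diaphorase fluorescence readout of residual NADH.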
APE1 inh: qHTS Assay for Inhibitors of the Human Apurinic/apyrimidinic Endonuclease 1 (APE1); DNA repair nuclease/redox regulator APEX1 (Homo sapiens), P27695; recombinant APE1, TAMRA/BHQ-2 abasic DNA cleavage fluorescence; Potency, µM (titrated, usually from 65.8 µM), inactives show at the top dose activity change, negative = inhibition, usual class: inhibitors; hit rate 0.35% among 350,000;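 further: potency means the concentration at half of the fitted maximal effect; plate controls were vehicle for no effect and reference inhibitor for full effect; nearly all actives have a fitted effect of over 55% in size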
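Endonuclease cleavage of a quenched abasic-site DNA duplex (50 nM) by APE1 (0.75 nM) was tracked by TAMRA dequenching. Compounds were preincubated with enzyme 15 min at room temperature; data normalized to buffer-only and DMSO wells plus NSC13755 control.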
ERG Ets-DNA blk: qHTS for Small Molecule Inhibitors of the ERG Ets/DNA interaction. Transcriptional regulator ERG (Homo sapiens), P11308. fluorescence polarization, His-ERG Ets domain / labelled DNA. Potency, µM (series often up to 76.9 µM), for the others: at the highest dose FP activity, negative = inhibition, actives largely listed as inhibitors. hit rate 0.028% among 370,000; active means well fitted inhibition curve with a large enough effect in the polarisation, with a control signal flat; inconclusive means small, poorly fitted or top-dose-only effect, or effect the other way, or a change in a side signal; inactive means no such curve, though single readings can be large or run the other way; the % refers to the polarisation;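 further: polarization taken with two DNA probes labelled with fluorescein and Texas red; potency means the concentration at half of the fitted maximal effect; % of control where 0% means no effect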
Target sequence (P11308 whole entry, looked up, the tested form may be a part): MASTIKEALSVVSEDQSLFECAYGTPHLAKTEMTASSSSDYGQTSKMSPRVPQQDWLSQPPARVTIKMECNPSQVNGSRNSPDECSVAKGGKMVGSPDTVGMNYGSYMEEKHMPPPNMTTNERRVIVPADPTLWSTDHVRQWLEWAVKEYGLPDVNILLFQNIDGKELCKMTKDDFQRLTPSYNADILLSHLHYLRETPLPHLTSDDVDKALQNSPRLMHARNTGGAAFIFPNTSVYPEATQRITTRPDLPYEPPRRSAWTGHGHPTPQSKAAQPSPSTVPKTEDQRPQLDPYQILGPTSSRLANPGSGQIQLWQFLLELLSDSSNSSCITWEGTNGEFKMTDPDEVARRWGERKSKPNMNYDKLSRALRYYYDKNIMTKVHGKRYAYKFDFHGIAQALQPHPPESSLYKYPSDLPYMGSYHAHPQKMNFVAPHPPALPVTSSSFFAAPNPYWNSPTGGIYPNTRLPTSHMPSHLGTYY
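His-tagged ERG Ets domain (1 uM in the protein solution; 300mM KCl, 50mM Tris-HCl, 1mM EDTA, 1mM DTT, pH 7.5) received compound, then a probe mix of 5 nM fluorescein-DNA and 100nM Texas-615-DNA. Fluorescence polarization was read for both dyes.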
POLK inh: qHTS for Inhibitors of Polymerase Kappa; DNA polymerase kappa (Homo sapiens), Q9UBT6; hit rate 0.53% among 400,000; Potency, µM (series often up to 107 µM), inactives show at the top dose activity, negative = inhibition, hits mostly inhibitors; purified Pol kappa, fluorescent DNA synthesis assay, 10 min; further: potency means the concentration at half of the fitted maximal effect; on the % scale 0 is the no-effect control and ±100 the full control effect
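10 nM Pol kappa was preincubated with compounds for 15 min at room temperature. Reaction started with 50 nM (final) substrate. Fluorescence read kinetically at 0 and 10 min.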
Pol beta inh: qHTS Assay for Inhibitors of DNA Polymerase Beta; Pol beta primer extension/strand displacement, fluorescence kinetic; Potency, µM (highest dose often 114 µM), without a hit: at the highest dose activity change, negative = inhibition, most hits filed as inhibitors; hit rate 1.3% among 340,000; AID 485314, 2010; further: potency means the concentration at half of the fitted maximal effect; on the % scale 0 is the no-effect control and ±100 the full control effect
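Enzyme-only controls used 10 nM Pol beta; buffer lacking enzyme served as negative control. Compound preincubated 15 min, then 50 nM substrate added; 0 and 10 min reads at room temperature.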
POLH inh: qHTS for Inhibitors of Polymerase Eta; DNA polymerase eta (Homo sapiens), Q9Y253; recombinant Pol eta, fluorescent DNA replication assay; Potency, µM (doses to about 114 µM), inactives show top-dose activity change, negative = inhibition, usual class: inhibitors; hit rate 1.2% among 390,000; AID 588591, 2011; further: potency means the concentration at half of the fitted maximal effect; on the % scale 0 is the no-effect control and ±100 the full control effect
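Fluorescent replication assay: 50 nM final substrate added after a 15 min room-temperature compound preincubation with 10 nM enzyme. Signal taken at 0 min and again at 10 min.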
ALOX12 inh: Primary qHTS assay for inhibitors of human arachidonate 12S-lipoxygenase (ALOX12): Round 2; Polyunsaturated fatty acid lipoxygenase ALOX12 (Homo sapiens), P18054; purified 12hLO, xylenol orange hydroperoxide absorbance; Potency, µM (top dose mostly 108 µM), inactives show at the highest dose activity change, negative = inhibition, most hits filed as inhibitors; hit rate 1.1% among 580,000; further: potency means the concentration at half of the fitted maximal effect; on the % scale 0 is the no-effect control and ±100 the full control effect
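Hydroperoxide product was detected by ferrous iron/xylenol orange as the 573 to 405 nm absorbance ratio. Arachidonic acid at 40 uM (final) was turned over for 30 min at room temperature by 150 nM human 12hLO, pH 7.0 Hepes buffer, after 15 min compound preincubation.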
Apoferritin bind: qHTS Assay for Identification of Novel General Anesthetics; AID 485281, 2010; hit rate 0.074% among 350,000; Potency, µM (highest dose often 77.5 µM), for the others: at the top dose activity change, negative = displacement, most hits filed as inhibitors; apoferritin/1-aminoanthracene competitive binding, fluorescence; Ferritin light chain (Equus caballus), P02791; further: potency means the concentration at half of the fitted maximal effect; on the % scale 0 is the no-effect control and ±100 the full control effect; nearly all actives have a fitted effect of over 20% in size
Target sequence (P02791 2-175 limits assumed): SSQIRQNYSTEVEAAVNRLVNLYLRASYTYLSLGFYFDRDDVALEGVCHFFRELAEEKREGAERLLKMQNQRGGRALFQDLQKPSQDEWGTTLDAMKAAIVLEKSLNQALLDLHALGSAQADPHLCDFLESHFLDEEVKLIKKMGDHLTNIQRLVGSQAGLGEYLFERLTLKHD
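Apoferritin-based anesthetic binding model; compound displacement of fluorescent 1-AMA measured as endpoint fluorescence after 10 minutes at room temperature, scaled to free-ligand and complex controls.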
RGS4 inh: Inhibitors of Regulator of G Protein Signaling (RGS) 4: qHTS. Transcreener GDP fluorescence polarization, RGS4-accelerated GTP hydrolysis. Potency, µM (doses to about 114 µM), without a hit: top-dose activity change, negative = inhibition, most hits filed as inhibitors. AID 504845, 2011. hit rate 0.039% among 390,000. Regulator of G-protein signaling 4 (Homo sapiens), P49798; further: potency means the concentration at half of the fitted maximal effect; on the % scale 0 is the no-effect control and ±100 the full control effect; nearly all actives have a fitted effect of over 75% in size; some results filed as inactive show a strong effect at the top dose
Target sequence (P49798 whole entry, looked up): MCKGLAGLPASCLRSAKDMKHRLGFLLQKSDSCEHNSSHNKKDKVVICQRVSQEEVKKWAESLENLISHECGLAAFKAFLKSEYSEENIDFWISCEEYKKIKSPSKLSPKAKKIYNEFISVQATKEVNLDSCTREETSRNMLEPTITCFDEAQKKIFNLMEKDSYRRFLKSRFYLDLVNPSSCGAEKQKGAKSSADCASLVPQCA
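MLSMR compounds (23 nl, pin-transferred) preincubated 10 min at room temperature with a 500nM (2x) first reagent, then RGS4 at 900nM (2x) plus Transcreener GDP mix added; fluorescence polarization (620/688 nm) read before and after 90 min at 30 °C.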
The depositor's hits bear a star; ? = inconclusive; · = not tested or not shown; & = joins results of further samples; [ ] = dose if it differs, or a comment. Unless noted, the call rests on the fitted dose curve; in most records, active means well fitted curve in the direction sought with a large enough effect; inconclusive means small, poorly fitted or top-dose-only effect, or another doubt; inactive means no such curve, though single readings can be large; an effect the other way counts as inactive or inconclusive. Not all compounds are listed (hit frequency here may not be typical).

SMILES	LDHA inh	APE1 inh	ERG Ets-DNA blk	POLK inh	Pol beta inh	POLH inh	ALOX12 inh	Apoferritin bind	RGS4 inh
COc1cc(C)ccc1OCC(=O)OCC(=O)c1[nH]c(C)c(C(C)=O)c1C	-6	-6%	-23%	-9%	·	-1%	-26%	·	15%
CC(C)OC(=O)C(C)Nc1ccc(F)c(Cl)c1 (centres undefined)	-4	2%	5%	-11%	-2%	-12%	138%[activator]	?	-8%
Cc1nc(SCc2nc3ccccc3[nH]2)c2oc3ccccc3c2n1	-6	10%	0%	-12%	0%	-18%	0%	-12%	5%
CC(C)n1cc([C@@H]2C[C@H]3CN(Cc4cccc(Cl)c4)C(=O)[C@]34CCCN24)cn1	-1	-2%	-13%	-3%	1%	0%	1%	-9%	6%
CCOC(=O)c1ccc(N2C(=O)C(O)=C(C(C)=O)C2c2ccc([N+](=O)[O-])cc2)cc1 (centres undefined)	2	-10%	7%	-5%	11%	-9%	?	-14%	0%
CCN(CC(=O)Nc1c(F)cccc1F)C(=O)c1ccc2c(c1)OCCO2	-3	-11%	2%	-16%	·	-7%	-1%	·	-1%
Cc1cccc(C)c1OCC(=O)N(Cc1ccc(N(C)C)cc1)C1CCS(=O)(=O)C1 (centres undefined)	2	-4%	-1%	-2%	25%	-17%	306%[activator]	-15%	9%
CSc1cc(C)[nH]c(=O)n1	-4	-1%	7%	-2%[60.1 µM]	16%	-5%	-8%	-2%	34%
Cc1ccc(C)n1NC(=O)c1ccc(Cl)cc1	-1	20%	2%	-10%	21%	-3%	?	2%	18%
C=CCOc1ccc(CNc2nn[nH]n2)cc1OC	-2	-8%	-2%	-10%	?	-6%	3%	-23%	19%
COc1cccc(-c2c(C(=O)N/N=C/c3ccsc3)nnn2-c2nonc2N)c1	-7	-10%	-6%	1%	11%	-5%	10%	-1%	28%[56.9 µM]
Cc1ccc(-c2ccc(=O)n(CC(=O)NCCC(C)C)n2)cc1	-1	-16%	6%	-17%	3%	1%	0%	?	25%
CCOC(=O)C1=NN(c2ccc(Cl)cc2)C(c2ccccc2)CC1=O (centres undefined)	3	12%	-2%	-6%	-10%	-15%	0%	-14%	-9%
CCCN(CCC)C(=O)C1CCN(c2cc(C)nc3c(-c4ccc(OC)c(OC)c4)c(C)nn23)CC1	-1	-2%	3%	2%	4%	-11%	0%	-6%	-1%
Cc1ccc(C(=O)N/C(=C\c2ccc(Cl)cc2)C(=O)NCCCN2CCOCC2)cc1	-8	6%	-2%	0%	34%	-19%	-8%	1%	-4%
CN(C(=O)c1c[nH]c(=O)cc1C(F)(F)F)c1ccc(Cl)c(Cl)c1	-7	3%	1%	-3%	9%	4%	282%[activator]	-5%	3%
Cc1ccc(C)c(-c2cc(C(=O)Nc3cccnc3)c3ccccc3n2)c1	-3	-14%	6%	-13%	16%	-15%	-7%	-21%	18%
CCOC(=O)COc1ccc2c3c(c(=O)oc2c1)CCCC3	0	1%	-6%	-2%	31%	-17%	262%[activator]	-6%	-1%
O=C(CCS(=O)(=O)c1ccc(Br)s1)Nc1c(F)cccc1F	0	·	11%	-15%	-2%	-6%	-26%	3%	21%
COc1cc(OC)c(NC(=O)Cc2ccc(OC)c(S(=O)(=O)N3CCOCC3)c2)cc1Cl	3	22%	6%	-2%	25%	-20%	7%	-15%	-3%
COC(=O)c1ccc(Cl)cc1NC(=O)NCCc1c(C)nn(C)c1C	-8	·	3%	-5%[60.1 µM]	5%	-15%	-15%	9%	-7%
COC(=O)c1ccc(NC(=O)CN2C(=O)CC(C)S(=O)(=O)c3ccccc32)cc1 (centres undefined)	-7	-19%	-15%	-18%	5%	-11%	-5%	-9%	19%
Nc1cc(=O)nc(SCC(=O)Nc2ccccc2)n1CCc1ccccc1	-2	·	0%	-22%	-3%	-18%	-20%	-8%	6%
CNC(=S)NCc1ccc2[nH]c(C)cc2c1	-2	9%	3%	6%	3%	-12%	?	-2%	-22%[56.9 µM]
O=C(NCCc1ccc(Cl)cc1)C1CCC(=O)N1Cc1ccccc1Cl (centres undefined)	-4	12%	-9%	-10%	40%	1%	-2%	-4%	22%
O=C(/C=C/Nc1ccc(F)cc1)c1ccc(Br)cc1	2	16%	7%	8%	4%	-9%	-14%	-6%	13%
O=C(COc1coc(CN2CCN(c3ccccc3)CC2)cc1=O)Nc1ccc(F)cc1	-4	10%	-2%	-7%	·	4%	-9%	·	-7%
CCOC(=O)c1cc(-c2ccc(F)cc2)n(CC(=O)NCc2ccc(OC)cc2)c1C	-19	·	0%	-5%[60.1 µM]	5%	-10%	?	5%	-12%
COc1ccc(C(CC(=O)N2CCOCC2)c2c(OC)cc(OC)c3ccc(=O)oc23)cc1 (centres undefined)	0	?	-4%	?	?	?	-16%	1%&5%	6%&7%
O=C(CCN1C(=O)/C(=C/c2ccccc2Cl)SC1=S)NC1CCCC1	-6	19%	-2%	-3%	21%	-12%	-28%	-4%	-11%
N#CCCn1cc(C=O)c(-c2cccs2)n1	-3	1%	-11%	-21%	-31%	-4%	0%	-4%	?
O=c1c2cc(Br)ccc2[nH]c(=S)n1Cc1ccccc1	-6	-5%	-1%	-1%	24%	-14%	-19%	-3%	8%
O=C(Nc1cccc(F)c1)C1CCCN(S(=O)(=O)c2ccccc2)C1 (centres undefined)	-2	4%	5%	-1%	0%	-16%	-3%	-8%	2%
COC(=O)c1ccccc1NC(=O)CSc1nnc(-c2ccc(OC)cc2)n1C	-2	7%	4%	-20%	0%	3%	-25%	2%	-1%
Cc1cc2c3c(c1)C(C)CC(C)(C)N3C(=O)C2=O (centres undefined)	-5	19%	1%	3%	-12%	-3%	1%	-13%	31%
COc1ccc(S(=O)(=O)Nc2ccccc2C(=O)NN2CCOCC2)cc1OC	-5	9%	20%	-19%	·	-19%	?	·	-28%
O=C(O)C1C(c2ccccc2)C(C(=O)N2CCOCC2)C1c1ccccc1 (centres undefined)	-2	0%	5%	5%	2%	-7%	0%	-7%	1%
COc1ccccc1C(O)(C(=O)NNc1ccccc1C)c1ccccc1OC	-1	3%	-3%	-15%[60.1 µM]	-20%	14%	?	-16%	21%[11.4 µM]
CCc1ccc(OCC(=O)Nc2ccc(S(=O)(=O)N3CCOCC3)cc2)cc1	4	6%	5%	-10%	·	-23%	?	·	5%
O=C(NCCc1csc2nc(-c3ccccc3F)nn12)c1ccco1	-9	·	-1%	-7%[60.1 µM]	-30%	-5%	-14%	-11%	-14%
CC1CC(C)CN(CCCNC(=O)C2CCCN(c3nnc(N4CCCC4=O)s3)C2)C1 (centres undefined)	-5	1%	-2%	5%	15%	-7%	246%[activator]	-11%	-11%
Cc1oc(/N=C/c2cccc([N+](=O)[O-])c2)c(C#N)c1C	1	16%	10%	-8%	12%	-14%	?	-3%	-27%
CC(=O)NCCc1c[nH]c2ccc(OCc3ccccc3)cc12	0	·	17%	13%	·	3%	51%[activator]	·	3%
Cc1ccc(/C(N)=N/OC(=O)c2ccc(Cl)cc2Cl)cc1	-5	19%	-4%	-11%	11%	-23%	7%	1%	-20%
Cc1nc(-c2ccc(NC(=O)c3ccccc3Br)cc2)cs1	-2	1%	-9%	-3%	-6%	-17%	-20%	-17%	-19%
Cc1cccc(NC(=O)C(NS(=O)(=O)c2cccc3nsnc23)c2ccccc2)c1C (centres undefined)	-1	·	-6%	-2%	4%	-6%	-17%	?	9%
COC(=O)[C@@H](NC(=O)c1ccc2c(c1)S(=O)(=O)c1ccccc1C2=O)C(C)C	-11	-3%	-4%	-4%	-2%	-9%	0%	-14%	-7%
COc1ccc(C(=O)C[n+]2ccc3ccccc3c2C)cc1	-5	-3%	0%	-5%	2%	-17%	-23%	-8%	10%
c1ccc(Cn2c3ccccc3c3nnc(SCCN4CCCCC4)nc32)cc1	-5	7%	9%	-12%	2%	-6%	138%[activator]	-11%	7%
COC(=O)c1ccc(CN2CCN(C(C)C)C(CCO)C2)cc1 (centres undefined)	0	-1%	2%	6%	30%	-8%	0%	-2%	-21%

Some of these compounds in order of length of the SMILES, smallest number first:
SMILES	LDHA inh	APE1 inh	ERG Ets-DNA blk	POLK inh	Pol beta inh	POLH inh	ALOX12 inh	Apoferritin bind	RGS4 inh
COc1ccc(C(=O)C[n+]2ccc3ccccc3c2C)cc1	-5	-3%	0%	-5%	2%	-17%	-23%	-8%	10%
COC(=O)c1ccc(CN2CCN(C(C)C)C(CCO)C2)cc1 (centres undefined)	0	-1%	2%	6%	30%	-8%	0%	-2%	-21%
Cc1cccc(NC(=O)C(NS(=O)(=O)c2cccc3nsnc23)c2ccccc2)c1C (centres undefined)	-1	·	-6%	-2%	4%	-6%	-17%	?	9%
